Screening data as filed in PubChem.
MITF TRPM1 HTS = activators of MITF-driven TRPM1 promoter activity in SK-MEL-5 cells; SK-MEL-5 TRPM1-promoter luciferase, 24 h; % of positive control, neutral wells = 0; activation, % at 12.5 µM; actives 0.75% (n = 300,000); AID 588334;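 active = mean activation of at least 80% with every replicate also reaching 80%; inconclusive = mean reaches 80% but some replicate falls short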;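 note: 0% = neutral control wells and 100% = parthenolide positive control wells; values of inactives mirror those of a sister screen read the other way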
RTF Ca sens act = increases calcium sensitivity of human cardiac regulated thin filaments. P19429+P45379. IANBD-labeled TnC RTF fluorescence at EC20 calcium; 0% EC20 calcium, 100% full calcium. activation, % at 7.2 µM. actives 0.24% (n = 340,000). AID 493008;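 active = activation above the mean over all tested compounds plus 3 SD, cut at about 30% in these data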;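 note: rise in fluorescence read as greater calcium sensitivity of cardiac thin filaments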
dFosB act = mouse delta FosB homodimer activation. P13346. purified delta FosB, TAMRA-CDK5 oligo fluorescence polarization; percent of positive-control signal above neutral wells. activation, % at 25 µM. actives 0.99% (n = 340,000). AID 493131;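 active = mean activation above about 17%, with every replicate also reaching it, limit read from the data, passing the limit was not always enough; inconclusive = only one of the two conditions met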;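 note: fluorescence polarization rise as delta FosB binds a TAMRA Cdk5 AP-1 oligo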
Target sequence (P13346 whole entry, looked up): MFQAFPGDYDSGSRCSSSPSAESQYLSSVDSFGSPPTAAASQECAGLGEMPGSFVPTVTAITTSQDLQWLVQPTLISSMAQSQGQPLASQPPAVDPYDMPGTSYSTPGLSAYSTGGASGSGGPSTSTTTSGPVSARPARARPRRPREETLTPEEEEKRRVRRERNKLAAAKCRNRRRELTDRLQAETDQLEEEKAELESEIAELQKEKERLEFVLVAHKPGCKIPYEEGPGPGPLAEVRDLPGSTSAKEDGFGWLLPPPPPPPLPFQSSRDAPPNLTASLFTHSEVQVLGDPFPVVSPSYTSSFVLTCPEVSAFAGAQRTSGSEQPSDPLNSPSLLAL
Wnt bcat act = Wnt/beta-catenin pathway activation. actives 1.2% (n = 300,000). activation, % at 9.35 µM. Wnt/beta-catenin reporter cell assay, activator, plate reader; in the data active = activation above about 30%, passing the limit was not always enough; inconclusive = no clear call, values can overlap the other calls;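 note: 0% = neutral control wells and 100% = positive control wells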
SR-BI uptake up = enhances SR-BI lipid uptake from DiI-HDL | activation, % at 12.5 µM | CHO ldlA[mSR-BI] cells, DiI-HDL uptake fluorescence, 3 h; 100 = double the neutral-control signal | actives 0.096% (n = 320,000);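 active = mean replicate activation of at least 60% and every replicate at or above 60%; inconclusive = mean or all-replicate condition met, but not both; inactive = mean below 60% and not all replicates reaching 60%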;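 note: 0% = median plate neutral-control signal and 100% = twice that signal; values of inactives mirror those of a sister screen read the other way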
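Material: SR-BI-overexpressing, LDLR-lacking CHO cells | Dosing: Single compound concentration, delivered by pin transfer | Probe or stimulus: Labelled HDL, 10 µg/mL | Signal: Bottom-read cell fluorescence after medium removal, ex 550/em 595 nm | Schedule: 3 h, 37 °C | Evaluation: HDL uptake via cellular fluorescence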
PvdQ inh = P. aeruginosa PvdQ acylase inhibition; purified PvdQ acylase, fluorescence plate reader; inhibition, % at 10 µM; actives 0.063% (n = 340,000); in the data active = inhibition above about 30%, passing the limit was not always enough; inconclusive = no clear call, values can overlap the other calls;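 note: 0% = vehicle neutral wells and 100% = reference inhibitor wells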
CDK5 inh = inhibitors of human CDK5/p35 kinase. Recombinant CDK5/p35, ADP-Glo luminescence, 60 min. inhibition, % at 10 µM. actives 0.01% (n = 330,000). AID 488839;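 active = highest replicate inhibition of at least 50% and at least 75% of replicates reaching 50%; inconclusive = only one of the two criteria met; inactive = both criteria failed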;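 note: plate controls were DMSO neutral control for no effect and GW8510 at 10 µM for full effect; many of its hits are not listed in these tables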
HTR5A ag ctr = HTR5A agonism, opioid heterodimer counter-screen; HTR5A agonist assay, luminescence, cell-based; AID 504692; actives 0.61% (n = 340,000); activation, % at 9.3 µM; P47898; in the data active = activation mostly above about 9.5%, no sharp cut-off; inactive = mostly below about 7.6%;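 note: 0% = cells with vehicle only and 100% = reference agonist; strong numbers were not always called active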
Target sequence (P47898 whole entry, looked up): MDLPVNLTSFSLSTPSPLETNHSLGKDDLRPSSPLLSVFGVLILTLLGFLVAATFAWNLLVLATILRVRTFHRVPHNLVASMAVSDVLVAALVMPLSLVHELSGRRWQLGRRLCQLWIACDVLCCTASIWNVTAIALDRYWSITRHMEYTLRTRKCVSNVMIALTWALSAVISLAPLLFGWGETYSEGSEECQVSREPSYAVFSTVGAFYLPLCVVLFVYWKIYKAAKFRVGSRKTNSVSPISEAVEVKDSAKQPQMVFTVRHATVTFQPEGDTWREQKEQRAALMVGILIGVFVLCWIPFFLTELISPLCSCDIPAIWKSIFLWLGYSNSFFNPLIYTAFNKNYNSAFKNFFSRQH
Rtt109 Vps75 = C. albicans Rtt109 histone acetyltransferase inhibition | Q5AAJ8 | purified Rtt109/Vps75, ThioGlo CoA-SH fluorescence, 4 h | inhibition, % at 34.9 µM | actives 0.16% (n = 330,000) | AID 540336;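 active = inhibition of at least 50% in every replicate; inconclusive = best replicate reaches 50% inhibition but some replicates fall short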
Target sequence (Q5AAJ8 whole entry, looked up): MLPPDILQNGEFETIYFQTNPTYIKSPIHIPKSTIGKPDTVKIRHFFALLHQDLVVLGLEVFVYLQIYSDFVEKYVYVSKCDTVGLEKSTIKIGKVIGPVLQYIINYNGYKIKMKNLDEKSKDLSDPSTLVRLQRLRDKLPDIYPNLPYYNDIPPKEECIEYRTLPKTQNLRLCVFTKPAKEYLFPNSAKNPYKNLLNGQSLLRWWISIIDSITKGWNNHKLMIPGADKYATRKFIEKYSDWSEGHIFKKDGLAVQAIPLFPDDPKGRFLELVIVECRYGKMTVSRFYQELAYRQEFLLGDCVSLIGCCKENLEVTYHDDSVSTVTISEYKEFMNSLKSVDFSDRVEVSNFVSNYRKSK
SR-BI DiI inh = mouse SR-BI HDL lipid transfer inhibition; ldlA[mSR-BI] CHO cells, DiI-HDL uptake fluorescence, 3 h; inhibition, % at 12.5 µM; AID 488896; actives 0.96% (n = 320,000);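 active = mean replicate inhibition of at least 70% and a set share of replicates each scoring 70 or more; inconclusive = meets just one of the two criteria; inactive = fails both criteria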;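 note: 0% = median of neutral control wells and 100% = median of positive control wells; values of inactives mirror those of a sister screen read the other way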
* = called active by the depositor; ? = inconclusive; . = not tested or not shown.

SMILES | MITF TRPM1 HTS | RTF Ca sens act | dFosB act | Wnt bcat act | SR-BI uptake up | PvdQ inh | CDK5 inh | HTR5A ag ctr | Rtt109 Vps75 | SR-BI DiI inh
COCCn1c(SCC(=O)Nc2nc3ccccc3s2)nnc1-c1ccoc1C | 0 | 1 | -3 | -2 | 17 | -16 | -0.1 | -1 | 4 | -17
COC(=O)c1[nH]c2ccc(C)cc2c1NC(=O)c1ccccc1[N+](=O)[O-] | 10 | -4 | 4 | . | -5 | -11 | . | -1 | 4 | 5
CCOc1ccc(C(C(=O)NC2CCCC2)N(C(=O)c2snc(C(N)=O)c2N)c2cccc(O)c2)cc1 (stereo not given) | 0 | 2 | -11 | 1 | 8 | -11 | -5.4 | 10 | -32 | -8
O=C(N/N=C/c1ccc2c(c1)OCO2)c1cc(-c2ccncc2)nc2ccccc12 | -17 | 1 | 3 | -12 | -12 | -15 | -0.3 | -1 | -1 | 12
Cc1ccccc1NC(=O)CCN1CCN(Cc2ccccc2)CC1 | 5 | 0 | -7 | 12 | 3 | -8 | -1.8 | 2 | 3 | -3
Nc1nc(-c2ccccc2)c(CCCOc2ccc(NC(=O)CBr)cc2)c(=O)[nH]1 | 4 | -6 | -4 | -6 | -18 | -9 | -2.6 | -5 | -2 | 18
O=S1(=O)c2c(Oc3cccc4ccccc34)cccc2OC(COCc2ccccc2)CN1C1CCCC1 (stereo not given) | -16 | 0 | -12 | -3 | -43 | -7 | 0.5 | 3 | 10 | 43
Cc1ccccc1NC(=O)C1Cc2ccccc2CN1C(=O)OCc1ccccc1 (stereo not given) | -3 | 5 | 2 | 1 | -2 | -12 | -7.5 | 5 | -4 | 2
CCOC(=O)c1sc(NNC(=O)c2ccc(C)cc2)nc1C | . | 2 | -3 | 1 | 1 | -11 | -6.8 | 0 | -8 | -1
COc1ccc(C(=O)Nc2ccc(C)cc2C(=O)c2ccccc2)c(OC)c1 | 14 | 8 | 3 | -1 | -29 | 10 | 0.7 | 8 | 5 | 29
CC(=O)c1ccc(NC(=O)CN2C(=O)/C(=C/C(C)=C/c3ccccc3)SC2=S)cc1 | 11 | -2 | 6 | -2 | 0 | 0 | -0.2 | 2 | 1 | 0
Cc1c(N2C(=O)c3cccc4cccc(c34)C2=O)c(=O)n(-c2ccccc2)n1C | -4 | -4 | 1 | . | 16 | -17 | 1.0 | 0 | -12 | -16
CCCn1c(C2CCCN2c2nc(-c3ccc(C)cc3)cs2)nc2cc(Cl)c(N3CCCCC3)cc21 (stereo not given) | 3 | -1 | -10 | -5 | -14 | -11 | -1.4 | 7 | -4 | 14
CCOC(=O)c1cnc(N)nc1-c1ccccc1 | 2 | 2 | 0 | 0 | -16 | -8 | -1.6 | 1 | -3 | 16
O=C(O)c1ccccc1C(=O)N1CCN(C(=O)c2ccccc2Cl)CC1 | -27 | 4 | -9 | 0 | 20 | -12 | 0.3 | -1 | -5 | -20

Overlap with the part before: 2 compounds, followed by the next part.
SMILES | MITF TRPM1 HTS | RTF Ca sens act | dFosB act | Wnt bcat act | SR-BI uptake up | PvdQ inh | CDK5 inh | HTR5A ag ctr | Rtt109 Vps75 | SR-BI DiI inh
CCOC(=O)c1cnc(N)nc1-c1ccccc1 | 2 | 2 | 0 | 0 | -16 | -8 | -1.6 | 1 | -3 | 16
O=C(O)c1ccccc1C(=O)N1CCN(C(=O)c2ccccc2Cl)CC1 | -27 | 4 | -9 | 0 | 20 | -12 | 0.3 | -1 | -5 | -20
COC(=O)c1nn(-c2nc(-c3cccc(OC)c3)cc(C(F)(F)F)n2)cc1[N+](=O)[O-] | -20 | -4 | -4 | -4 | . | 3 | -1.7 | -1 | -5 | .
CCc1c(O)c(/C(C)=N\O)c(=O)n(-c2ccccc2)c1-c1ccccc1 | 11 | -3 | 0 | -5 | -11 | -12 | 0.6 | -1 | 10 | 11
COc1ccc(NC(=O)CCCN2C(=O)CN(C)C2=O)c(OC)c1 | 3 | 1 | 3 | -1 | -11 | -9 | -0.2 | 2 | -2 | 11
Cc1ccc(Nc2c(-c3ccc(C)o3)nc3ncccn23)cc1 | 29 | -2 | -9 | 13 | . | -15 | -2.5 | -1 | 10 | .
O=C(O)CCNC(=O)/C(=C\c1ccco1)NC(=O)c1ccco1 | . | -1 | 4 | 0 | 11 | -9 | 0.0 | -5 | -1 | -11
CCOc1ccccc1C1C(C#N)=C(SCC(=O)OC)NC(=O)C1C(=O)OC (stereo not given) | . | -4 | 1 | . | 9 | 12 | -3.0 | -5 | 9 | -9
Cc1cc(NC(=O)c2cnn3c(C(F)F)cc(C4CC4)nc23)no1 | 5 | -6 | -26 | -2 | 10 | 8 | 1.2 | 5 | 2 | -10
CCCCOc1ccc(C2(C)CC(=O)NC2=O)cc1 (stereo not given) | 25 | 2 | 1 | . | 3 | -16 | -2.0 | 12* | 6 | -3
O=C(C1CCN(S(=O)(=O)c2cccc3cccnc23)CC1)N1CCn2c1nc1ccccc12 | 8 | 10 | -17 | -3 | -11 | -11 | -0.8 | . | 1 | 11
CCC(C)[C@H](NC(=O)OC(C)(C)C)C(=O)N/N=C/c1ccc2cc(OC)ccc2n1 (stereo not given in full) | -3 | -4 | -13 | . | -25 | -12 | -1.5 | 4 | 12 | 25
O=C(Nc1ccccc1F)c1ccc2snnc2c1 | 44 | -1 | -2 | 5 | 0 | -3 | -0.1 | 2 | 6 | 0
Cc1cc2ccccn2c1C(=O)c1cccc(F)c1 | -4 | 3 | 0 | 4 | -4 | -22 | -3.6 | 9 | 4 | 4
COc1ccc(S(=O)(=O)NC(CC(C)C)C(=O)NC(C)c2cccs2)cc1 (stereo not given) | -1 | -3 | -7 | -1 | 13 | -7 | -6.9 | -1 | -5 | -13
O=C(Nc1ccc(Oc2ccccc2)cc1)c1cnc2n(c1=O)CCS2 | -12 | -1 | 10 | -1 | ? | -2 | -1.0 | 0 | -6 | -114
Cc1ccc(-c2nnc(N3CCC(C)CC3)c3ccccc23)cc1C | -19 | 2 | -9 | -1 | -92 | 3 | -1.9 | 6 | 8 | 92*
OCCN(CCO)CC(O)COc1ccc2c(c1)OCO2 (stereo not given) | 10 | -2 | -2 | . | 31 | -10 | -0.4 | -1 | -28 | -31
COc1cc(CC(=O)OCC(=O)NC2CCCCC2)cc(OC)c1OC | -9 | -2 | 4 | 0 | 12 | 19 | -0.4 | 3 | 0 | -12
COC(=O)c1ccccc1NC(=S)NC(=O)C1CC1 | -5 | 3 | 2 | 0 | -19 | -18 | 0.7 | 2 | -4 | 19
COc1ccc(NC(=O)CCc2c(C)nc3nc(C)nn3c2C)cc1 | -4 | -3 | 3 | . | -2 | -7 | -0.3 | 5 | -7 | 2
O=C(O)C1CCC(N2C(=O)C3C4CCC(C4)C3C2=O)CC1 (stereo not given) | -2 | 1 | 2 | 1 | 7 | -5 | 0.6 | 0 | 3 | -7
O=C(c1c(F)cccc1F)N1CCCC(c2nc(-c3cccs3)no2)C1 (stereo not given) | 48 | -3 | 2 | 13 | 1 | -4 | -0.5 | 0 | 6 | -1
O=C(Nc1ccc(F)c(Cl)c1)C1CCN(S(=O)(=O)c2cccnc2)CC1 | -1 | 3 | -7 | -5 | 24 | -16 | -9.6 | 1 | -2 | -24
CC(=O)Nc1ccc(S(=O)(=O)NCCc2cc3ccc(C)c(C)c3[nH]c2=O)cc1 | 16 | 4 | -6 | 2 | 9 | -15 | -1.5 | 3 | -6 | -9
Cn1c(CCC(=O)Nc2ccc(S(C)(=O)=O)cc2)nc2cc(S(=O)(=O)N3CCOCC3)ccc21 | -2 | 0 | -9 | -6 | 12 | 5 | 2.1 | -1 | 25 | -12
C=CCn1c(=N)n(CC(O)COc2ccc(OC)cc2)c2ccccc21 (stereo not given) | . | 4 | 1 | 0 | -1 | 3 | -0.4 | -3 | 6 | 1
CCn1cc(C(=O)OCC(=O)Nc2cccc(S(=O)(=O)N3CCOCC3)c2)c(=O)c2ccc(C)nc21 | -13 | 1 | -5 | 0 | -33 | 12 | -1.0 | 1 | 10 | 33
CCc1cccc(NC(=O)c2cnn(-c3ccccc3)c2C)c1 | . | -8 | -8 | 5 | 7 | 1 | 4.1 | 2 | -5 | -7
O=S(=O)(Cc1noc(-c2ccccc2Cl)n1)c1ccccn1 | ? | 8 | -12 | 40* | -13 | -8 | -0.5 | -2 | -1 | 13
CN1CCCN(S(=O)(=O)c2ccccc2)c2nc3ccccc3nc21 | -1 | -5 | -4 | 1 | -7 | -3 | 4.7 | 6 | -4 | 7
CN(C)c1nc(C(=O)NN)nc(N(C)C)n1 | -8 | 2 | -2 | -1 | 13 | 2 | -0.1 | -1 | 4 | -13
Cc1ccc(C(=O)NCCNC(=O)COc2ccc(C)c(C)c2)cn1 | -11 | -3 | -3 | -1 | . | -2 | -0.4 | 4 | . | .
CCOc1cc(C2NC(=S)NC(C)=C2C(=O)Nc2ccc(OC)cc2)ccc1O (stereo not given) | 0 | -1 | -2 | 1 | 12 | 7 | 0.4 | -2 | 23 | -12
NC(=O)c1nn(-c2ccccc2)nc1NC(=O)CSc1nnnn1-c1ccc(Cl)cc1 | -8 | -3 | 11 | 5 | . | -4 | 0.8 | -1 | -6 | .
CCC(CO)Oc1cc(NC(=O)c2ccc(Cl)cc2)c2ncn(C(C)C)c2c1 (stereo not given) | -3 | 5 | 10 | 1 | -51 | 1 | 0.2 | 4 | 0 | 51
O=C(Nc1c(C(=O)Nc2ccc3c(c2)OCCO3)cnn1-c1ccccc1Cl)c1ccco1 | 6 | 10 | 1 | . | 5 | -13 | 1.1 | 0 | -2 | -5
COc1ccc([N+](=O)[O-])cc1NC(=O)CSCc1ccc(Br)cc1 | -3 | 1 | -1 | -3 | -67 | 3 | 0.6 | 1 | 6 | 67
CN(C)C(=O)c1ccc(NC(=O)COc2cccc3c2OC(C)(C)C3)cc1 | -10 | -2 | -6 | -1 | -29 | -1 | 0.7 | 28* | -5 | 29
Cc1cc(-c2ccc(S(=O)(=O)N(C)Cc3ccccc3)cc2)on1 | -2 | 1 | 1 | -1 | 15 | -20 | -12 | 7 | 5 | -15
CC(=O)NS(=O)(=O)c1ccc(NC(=S)NC(=O)CC(C)C)cc1 | 5 | . | 2 | 0 | 22 | -3 | 2.5 | . | 1 | -22
CCn1cc(C(=O)O)c(=O)c2cc(F)c(N3CCNCC3)cc21 | -3 | 9 | 3 | . | 4 | -24 | -2.5 | 2 | 4 | 20
COc1cc(/C=N/n2nnnc2N)ccc1OC(C)C | 6 | 0 | -4 | 1 | -3 | 13 | 0.6 | 4 | 2 | 3

No enrichment for hits; overall some 4.4% were active at least once.
